MC4R barr agon – MC4R agonists recruiting beta-arrestin, primary screen, cell-based, luminescence, agonist arm of biased-ligand search | Melanocortin receptor 4 (Homo sapiens), P32245 | U2OS MC4R beta-arrestin complementation; percent of melanotan II response, DMSO zero | activation, % at 8.9 µM | 360,000 tested, 0.98% active | AID 540308, 2011;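 active = activation above a per-plate cutoff, the mean activation of sample wells on that plate plus 3 SD, cut at about 8% in these data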
Cardio protect – cardioprotection against H2O2-induced cell death, primary screen, uHTS, H9c2 cells, ATPLite luminescence; 360,000 tested, 0.63% active; H9c2 cardiomyocytes, H2O2 injury protection, 2 h; AID 588492, 2011; protection from H2O2 cell death, % at 20 µM;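 active = compounds giving at least 50% protection of heart cells from peroxide-induced death in the single-dose screen, raw or plate-pattern-corrected value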;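 note: 0% = DMSO wells with peroxide and 100% = DMSO wells without peroxide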
CaV13 ICDI inh – Disruptors of the CACNA1D IQ motif to Ca2+-dependent inactivation inhibitor domain association, primary screening, Förster resonance energy transfer in intact living …; HEK cells, CFP/YFP FRET ICDI-IQ, plate reader, 10 min; percent FRET-ratio fall versus neutral wells; 340,000 tested, 0.098% active; inhibition, % at 12.3 µM;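 active = mean replicate inhibition of at least 30% and at least 1% of replicates passing that level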;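 note: 0% = median of the neutral control wells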
MC4R antag cAMP – MC4R antagonists of cAMP signaling, primary screen, cell-based, TR-FRET, antagonist arm of biased-ligand search; Melanocortin receptor 4 (Homo sapiens), P32245; MC4R-expressing cells, MTII-stimulated cAMP, LANCE TR-FRET; inhibition, % at 6.5 µM; 360,000 tested, 0.48% active;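 active = inhibition above its plate's cutoff, the mean of tested wells on that plate plus 3 SD, cut at about 29% in these data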;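 note: 0% = Melanotan II alone and 100% = Melanotan II plus saturating MCL0020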
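System: U2OS-MC4R stable cell line; Technique: Eu-cAMP/anti-cAMP TR-FRET, emission 671 nm; Repeats: single well per compound; Also added: Melanotan II; Dosing: one concentration, 6.5 µM nominal; Schedule: 30-min compound, 1-h challenge, 1-h detection, room temperature.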
ABCB6 inh 2 – ABCB6 transporter inhibitors, primary screen, K562-ABCB6 cells, flow cytometry, MLPCN library. fluorescence ratio to DMSO, % at 10 µM. 360,000 tested, 0.19% active. ATP-binding cassette sub-family B member 6 (Homo sapiens), Q9NP58. K562-ABCB6 porphyrin accumulation, 1 h; hits give low values. AID 602162, 2011;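 active = fluorescence ratio to DMSO below 75%, the collection mean minus 3 SD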;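 note: signal is porphyrin accumulated inside mitochondria; 100% equals median channel fluorescence of DMSO control wells; lower ratio means ABCB6 inhibition with less porphyrin fluorescence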
Target sequence (Q9NP58 whole entry, looked up): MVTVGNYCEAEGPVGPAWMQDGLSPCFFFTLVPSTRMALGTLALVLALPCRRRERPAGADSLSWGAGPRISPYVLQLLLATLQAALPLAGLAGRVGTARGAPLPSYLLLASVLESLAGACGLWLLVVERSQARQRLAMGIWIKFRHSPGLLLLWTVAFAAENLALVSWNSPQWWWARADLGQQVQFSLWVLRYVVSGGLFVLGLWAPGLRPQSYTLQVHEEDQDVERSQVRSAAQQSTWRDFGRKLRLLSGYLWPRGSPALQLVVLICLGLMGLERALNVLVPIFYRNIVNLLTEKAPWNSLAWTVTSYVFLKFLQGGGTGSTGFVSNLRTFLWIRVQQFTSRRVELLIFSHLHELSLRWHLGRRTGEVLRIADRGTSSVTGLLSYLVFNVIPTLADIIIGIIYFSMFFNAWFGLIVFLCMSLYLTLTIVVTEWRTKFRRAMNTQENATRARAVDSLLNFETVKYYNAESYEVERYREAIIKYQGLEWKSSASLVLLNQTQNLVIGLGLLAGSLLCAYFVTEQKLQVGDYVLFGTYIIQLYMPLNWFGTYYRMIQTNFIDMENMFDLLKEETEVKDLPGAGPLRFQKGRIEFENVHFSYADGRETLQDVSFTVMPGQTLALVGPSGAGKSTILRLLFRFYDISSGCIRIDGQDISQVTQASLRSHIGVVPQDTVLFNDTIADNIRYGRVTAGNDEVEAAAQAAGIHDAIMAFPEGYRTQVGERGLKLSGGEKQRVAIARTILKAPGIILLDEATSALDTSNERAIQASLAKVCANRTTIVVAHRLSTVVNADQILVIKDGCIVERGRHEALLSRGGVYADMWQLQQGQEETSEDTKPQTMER
aDG glyco up – activators of alpha-DG glycosylation, primary screen, uHTS, Pro5-aDG cells, AlphaScreen | alpha-DG glycosylation AlphaScreen (IIH6); 0% Pro5, 100% B10-LARGE cell signal | activation, % at 10 µM | 360,000 tested, 0.22% active;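 active = activation of at least 8% versus controls, or a plate z-score of at least 8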;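 note: Pro5 are CHO cells carrying HIG-tagged alpha-DG that lacks glycosylation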
HTR2A ag – mouse Htr2a agonists via beta-arrestin recruitment, primary screen, cell-based, luminescence | AID 624169, 2012 | 360,000 tested, 0.66% active | activation, % at 7.6 µM | 5-hydroxytryptamine receptor 2A (Mus musculus), P35363 | CHO-K1 mHTR2A beta-arrestin complementation; percent of 30 µM serotonin response;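 active = activation above a run cutoff, the mean activation of all tested compounds plus 3 SD, cut at about 14% in these data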;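 note: 0% = plate median of compound wells and 100% = 30 µM serotonin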
Glyco luc inh – increase of ERlucT glycosylation luciferase signal, primary screen, N-linked glycosylation inhibitor project, D54 ERlucT cells, luminescence, set 2; D54 ERlucT glycosylation luciferase reporter, 24 h; percent of 100 nM tunicamycin response; reporter increase, % at 12.5 µM; 360,000 tested, 0.23% active;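 active = mean luciferase reporter signal, scaled so untreated is 0 and the glycosylation-blocking control 100, at or above a set limit in every replicate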;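 note: luciferase carries N-glycosylation sites so blocking glycosylation raises the light; 0% = median of neutral control wells and 100% = median of 100 nM tunicamycin wells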
Vif imaging – HIV Vif self-association inhibitors, primary screen, imaging, HEK293T, single point | inhibition, % at 7.49 µM | AID 602346, 2012 | HEK293T cells, Vif self-association by quenched fluorescence, 24 h | 340,000 tested, 0.35% active; in the data active = inhibition above about 50%, passing the limit was not always enough; note: some results filed as inactive read as strong as hits
PDI inh – inhibitors of human PDI, primary screen, biochemical, turbidity, single point, plate reader; PDI insulin aggregation turbidity, A650, 90 min; inhibition, % at 10 µM; 350,000 tested, 0.052% active;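 active = mean inhibition across replicates of 30% or more, whatever share of single replicates reach that level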;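 note: absorbance from insulin aggregation driven by PDI reduction with DTT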
An asterisk follows results filed as active; . = not tested or not shown. An unsorted share of the library. Share with any hit: about 3.6%.

| nr | Compound | MC4R barr agon | Cardio protect | CaV13 ICDI inh | MC4R antag cAMP | ABCB6 inh 2 | aDG glyco up | HTR2A ag | Glyco luc inh | Vif imaging | PDI inh |
| --- | --- | --- | --- | --- | --- | --- | --- | --- | --- | --- | --- |
| 1 | CCC(Sc1nc2cc(OC)c(OC)cc2c(=O)n1Cc1ccco1)C(=O)NCCOC (centres undefined) | -0.9 | 5 | -5 | 7 | 91 | -0.1 | 6 | 3 | -17 | 0 |
| 2 | O=C(Nc1cc(C(F)(F)F)ccc1N1CCOCC1)c1ccccc1F | -0.6 | -9 | . | 12 | 101 | -0.1 | 0 | 4 | -6 | -8 |
| 3 | O=C(CSc1cn[nH]n1)Nc1cccc(C(F)(F)F)c1 | -0.1 | 4 | -2 | 6 | 92 | 0.1 | -6 | 2 | -4 | -7 |
| 4 | O=C(c1ccccc1)c1ccc(C(=O)N2CCN(c3ccc(O)cc3)CC2)cc1 | -4.0 | -1 | -4 | 4 | 82 | 0.1 | -8 | -2 | -5 | 9 |
| 5 | Nc1ncnc2c1ncn2CCN1CCOCC1 | -1.2 | -5 | -2 | -1 | 203 | -0.2 | -3 | -1 | . | 10 |
| 6 | O=C(CSc1ccc(-c2ccc(Br)cc2)nn1)NC1CCCC1 | -0.8 | -4 | -2 | 2 | 98 | 0.3 | 0 | -1 | 13 | 14 |
| 7 | O=C(Nc1cccc(Cl)c1)c1nc[nH]c1C(=O)NCCCNC(=O)c1[nH]cnc1C(=O)Nc1cccc(Cl)c1 | -1.8 | 80* | -5 | 4 | 92 | -0.2 | 0 | 2 | 10 | -11 |
| 8 | COc1cc2c(cc1OC)C(c1ccccc1F)NCC2 (centres undefined) | -1.1 | 5 | -6 | -2 | 93 | -0.1 | 4 | 1 | 17 | -1 |
| 9 | CCOc1ccc(CNC(=O)CCCC(=O)n2nc(C)c3ccccc32)cc1 | -1.2 | 2 | -17 | 4 | 100 | -0.2 | -13 | 0 | 18 | -1 |
| 10 | CCc1cc2c(SCC(=O)Nc3ncc(Cl)c(C)c3Cl)ncnc2s1 | -0.8 | -3 | 1 | -5 | 98 | -0.1 | 0 | 0 | 0 | -6 |
| 11 | Nc1nc2ccc(C(=O)N3CCCCC3)cc2s1 | -1.7 | 0 | -4 | 4 | 98 | 0.0 | 0 | -1 | -2 | 4 |
| 12 | Cc1nc(C(=O)NNC(=O)c2ccccc2)c(C(F)(F)F)o1 | -2.2 | -1 | -5 | 17 | 102 | 0.1 | -1 | 1 | -1 | 1 |
| 13 | COc1ccccc1CCC(=O)Nc1ccc(S(=O)(=O)Nc2nccs2)cc1 | -1.7 | 1 | -6 | 6 | 92 | -0.2 | 4 | 4 | -11 | 7 |
| 14 | CCn1c(SCC(=O)Nc2ccc(N3CCOCC3)cc2)nnc1C1CC1 | -1.3 | 5 | -5 | -1 | 99 | 0.1 | -2 | 1 | 9 | 5 |
| 15 | O=C(N1CCOCC1)N1CCC(c2nc(-c3ccc(S(=O)(=O)N4CCOCC4)cc3)no2)CC1 | 2.1 | 1 | . | 17 | 95 | 0.3 | 1 | 0 | -1 | 5 |
| 16 | O=C(CCS(=O)(=O)c1ccc2c(c1)NC(=O)CS2)NCCc1ccc(Cl)cc1 | -0.1 | 8 | -2 | -3 | 98 | 2.2 | -5 | -2 | 9 | 14 |
| 17 | Cc1scc(C(=O)N/N=C/c2ccc(OCC(C)C)cc2)c1C | 1.3 | -3 | -1 | 10 | 102 | 0.3 | -5 | 1 | -6 | 7 |
| 18 | CC1(C(=O)NCc2ccc(F)cc2)Oc2ccccc2NC1=O (centres undefined) | -1.3 | 3 | 6 | 12 | 93 | -0.1 | 5 | 1 | 4 | -9 |
| 19 | COc1ccc(-c2cc(C(=O)N/N=C/c3ccc4c(c3)OCO4)c3ccccc3n2)c(OC)c1 | -1.4 | 22 | -3 | 4 | 92 | 0.4 | 0 | -9 | -10 | 7 |
| 20 | O=C(CCc1ccccc1)NC(NC(=S)Nc1ccc(Cl)cc1)C(Cl)(Cl)Cl (centres undefined) | 3.1 | -22 | -4 | 12 | 95 | 3.5 | 0 | 10 | 17 | 1 |

Along the list, from the results shown.
Cardio protect, entries 7–12 → 80*, 5, 2, -3, 0, -1

Record cards, as listed above. Values in the order: MC4R barr agon, Cardio protect, CaV13 ICDI inh, MC4R antag cAMP, ABCB6 inh 2, aDG glyco up, HTR2A ag, Glyco luc inh, Vif imaging, PDI inh
CCC(Sc1nc2cc(OC)c(OC)cc2c(=O)n1Cc1ccco1)C(=O)NCCOC (centres undefined) in the list: -0.9, 5, -5, 7, 91, -0.1, 6, 3, -17, 0
O=C(Nc1cc(C(F)(F)F)ccc1N1CCOCC1)c1ccccc1F in the list: -0.6, -9, ., 12, 101, -0.1, 0, 4, -6, -8

The main list resumes; the five compounds before the break are reprinted first.
| nr | Compound | MC4R barr agon | Cardio protect | CaV13 ICDI inh | MC4R antag cAMP | ABCB6 inh 2 | aDG glyco up | HTR2A ag | Glyco luc inh | Vif imaging | PDI inh |
| --- | --- | --- | --- | --- | --- | --- | --- | --- | --- | --- | --- |
| 16 | O=C(CCS(=O)(=O)c1ccc2c(c1)NC(=O)CS2)NCCc1ccc(Cl)cc1 | -0.1 | 8 | -2 | -3 | 98 | 2.2 | -5 | -2 | 9 | 14 |
| 17 | Cc1scc(C(=O)N/N=C/c2ccc(OCC(C)C)cc2)c1C | 1.3 | -3 | -1 | 10 | 102 | 0.3 | -5 | 1 | -6 | 7 |
| 18 | CC1(C(=O)NCc2ccc(F)cc2)Oc2ccccc2NC1=O (centres undefined) | -1.3 | 3 | 6 | 12 | 93 | -0.1 | 5 | 1 | 4 | -9 |
| 19 | COc1ccc(-c2cc(C(=O)N/N=C/c3ccc4c(c3)OCO4)c3ccccc3n2)c(OC)c1 | -1.4 | 22 | -3 | 4 | 92 | 0.4 | 0 | -9 | -10 | 7 |
| 20 | O=C(CCc1ccccc1)NC(NC(=S)Nc1ccc(Cl)cc1)C(Cl)(Cl)Cl (centres undefined) | 3.1 | -22 | -4 | 12 | 95 | 3.5 | 0 | 10 | 17 | 1 |
| 21 | O=C(Nc1ccccc1)c1ccc(NCCN2CCOCC2)c(S(=O)(=O)N2CCOCC2)c1 | -1.6 | -6 | -5 | 1 | 87 | -0.1 | -6 | -1 | 6 | 4 |
| 22 | CCOC(=O)c1oc2ccccc2c1NC(=O)c1ccco1 | -0.2 | 2 | -4 | 1 | 108 | 0.3 | 3 | 3 | -2 | 0 |
| 23 | CCC(=O)N1CCc2cc(S(=O)(=O)NCCC(=O)Nc3cc(C)cc(C)c3)ccc21 | -0.7 | -2 | -5 | 0 | 90 | -0.2 | -5 | -2 | -3 | 10 |
| 24 | Cc1ccc(C2(C)NC(=O)N(CCOc3ccccc3)C2=O)cc1 (centres undefined) | -0.8 | 8 | . | 2 | 102 | 4.1 | 1 | 0 | -2 | 2 |

Screens (PubChem BioAssay)
